Assay outcomes from PubChem.
TAG inh = reduces triacylglycerol accumulation in H9c2 cells; Nile Red lipid (TAG) fluorescence; cells loaded with 200 µM oleic acid; inhibition, % at 12.5 µM; 230,000 tested, 0.66% active; AID 651582;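 active = pattern-corrected inhibition of lipid staining of at least 50% with the nuclear-stain viability signal not falling by more than 50%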;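 also: 0% = DMSO wells and 100% = triacsin C control wells; some results filed as inactive read as strong as hits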
TAG inh DAPI viability = recorded beside TAG inh, whose call it bears; DAPI nuclei signal change (viability), lower = more cytotoxic, %;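 whole-well DAPI fluorescence read on a plate reader as a viability signal; minus 50 percent equals half of cells still viable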
The depositor's hits bear a star. The list is partial. The share of hits here may be higher or lower than overall.

SMILES | TAG inh | TAG inh DAPI viability
C=CCn1c(SCC(=O)Nc2cc(C)on2)nc2ccccc21 | 6 | -3
Cc1ccc(N(CC(N)=O)C2SC(=O)N(C)C2=O)cc1 (configuration not stated) | 2 | 3
COc1ccc([C@H]2C[C@H](n3cc(COC(=O)c4ccccc4)nn3)[C@@H](O)CN2Cc2cccs2)cc1 | -13 | -2
COCCOc1nc2c(c(=O)n(C)c(=O)n2C)n1Cc1cccc(OC)c1 | -47 | 9
CN1CCN(S(=O)(=O)c2ccc3ccccc3c2)CC1 | -2 | 1
O=C(c1cccc(Cl)c1)N1CCC(=O)N(C(COCc2ccccc2)Cc2ccccc2)CC1 (configuration not stated) | -23 | -7
O=C(COc1ccc(NC(=O)c2ccccc2[N+](=O)[O-])cc1)c1ccc(F)cc1 | -7 | 0
CCOC(=O)N1CCN(CCC(=O)Nc2ccccc2OC)CC1 | 4 | -20
Cc1ccc(C(=O)N(Cc2nnc(-c3ccc(Cl)cc3)o2)C2CC2)o1 | 4 | 0
Cc1ccc(S(=O)(=O)/N=C(/Nc2ccccc2C)c2ccccc2)cc1 | -16 | -1
c1ccc(C(Cc2nc(-c3cccnc3)no2)c2ccccc2)cc1 | -14 | 4
O=C(NCCOc1ccccc1Cl)c1cccc2c1C(=O)c1ccc(Cl)cc1S2(=O)=O | 6 | -1
O=C(C1CCN(S(=O)(=O)c2cccnc2)CC1)N1CCN(c2ccccc2Cl)CC1 | -3 | 6
Cn1nc(C(=O)Nc2ccc(S(=O)(=O)N3CCCCC3)cc2)c2ccccc2c1=O | 7 | -2
CN(C(=O)c1cccc(NC(=O)Cc2ccc(NC(=O)C3CCCN(C(=O)C4CCC4)C3)cc2)c1)C1CC1 (configuration not stated) | 22 | -7
CCOC(=O)N1CCC(NC(=O)c2cnn3c2NC(c2ccco2)CC3C(F)(F)F)CC1 (configuration not stated) | -15 | -2
COc1cc(C(=O)OCCCN2CCCN(CCCOC(=O)c3cc(OC)c(OC)c(OC)c3)CC2)cc(OC)c1OC | 33 | -2
C/C(=N\NC(=S)NC(C)C)c1ccc2c(c1)OCCO2 | 0 | 6
O=C(C[n+]1ccc(/C=N/O)cc1)NC(=O)Nc1ccccc1 | 0 | 0
CN1CCCN(C(=O)c2cccc(Br)c2)CC1 | -7 | -2
COCCNc1cc(C)nc2cc(-c3ccc(C)cc3)nn12 | 27 | 59
CCOc1cc(N2CCOCC2)c(OCC)cc1NC(=O)Cc1cn2ccsc2n1 | -4 | -3
Cc1ccc(C(=O)CSc2nnc(-c3snnc3C)n2C2CC2)cc1 | -10 | 3
COC(=O)[C@]1(Cc2ccccc2)N[C@H](c2ccc(SC3CCCCC3)c(OC)c2)[C@@H]2C(=O)N(C)C(=O)[C@@H]21 | 6 | 3
CCSc1ccccc1C(=O)Nc1cccc(OC)c1 | 9 | 1
O=C(O)C1=C[C@H](c2ccccc2)C[C@H](OCc2ccc(CO)cc2)O1 | -7 | 4
Cc1ccc(C)c(-c2cc(C(=O)NC3CC3)c3ccccc3n2)c1 | -9 | -1
NS(=O)(=O)c1ccc(N/C=C\C(=O)c2ccncc2)cc1 | -4 | 9
C[C@@H]1CN([C@H](C)CO)C(=O)c2c(c3ccccc3n2C)-c2ccccc2CO[C@H]1CN(C)C(=O)Cc1ccccc1 | 2 | 7
CCN(C[C@H]1N[C@@](Cc2ccccc2)(C(=O)OC)[C@H]2C(=O)N(C)C(=O)[C@@H]12)C(=O)COc1ccccc1 | 0 | 8
COC(=O)C[C@H](NC(=O)Cn1cnc2c(OCc3ccccc3)ncnc21)C(=O)OC | -1 | 3
CCOc1ccc(NC(=O)CN2C(=O)NC3(CCCCCC3)C2=O)cc1 | -21 | 2
O=C(C1=C[C@H](c2ccccc2)C[C@H](OCCCCO)O1)N1CCOCC1 | 9 | -2
CCOC(=O)c1c(C)[nH]c(C)c1C(=O)COC(=O)c1nn(CC)c(=O)c2ccccc12 | 2 | 2
CCN1C(=O)CC(N2CCC(c3nc4ccccc4[nH]3)CC2)C1=O (configuration not stated) | -2 | 8
CCOc1ccccc1Nc1cc(C)nc2ccccc12 | 0 | 9
CC(=O)Nc1ccc(C(=O)COC(=O)c2cc(C)oc2C)c(F)c1 | -14 | 3
CCOc1ccccc1OC(=O)CN1C(=O)c2ccccc2C1=O | 8 | 9
CCOc1ccc(CCNC(=O)C2CCCN(S(=O)(=O)N3CCOCC3)C2)cc1OCC (configuration not stated) | 18 | -3
CCOC(=O)C1=C(C)OC(N)=C(C(=O)OCC)C1c1ccncc1 (configuration not stated) | -9 | 10

Whole records from above. Order of screens: TAG inh, TAG inh DAPI viability
Entry for CCOC(=O)C1=C(C)OC(N)=C(C(=O)OCC)C1c1ccncc1 (configuration not stated) : -9, 10
Entry for C[C@@H]1CN([C@H](C)CO)C(=O)c2c(c3ccccc3n2C)-c2ccccc2CO[C@H]1CN(C)C(=O)Cc1ccccc1 : 2, 7

More structures.
SMILES | TAG inh | TAG inh DAPI viability
CCc1nc2nc(C)cc(Nc3cccc(C(F)(F)F)c3)n2n1 | -3 | -2
O=C(Nc1cccc2c1CCCC2)c1ccccc1F | -3 | 5
CCc1ccc(-c2nnn(CCC#N)n2)cc1 | -1 | 2
CCOC(=O)C1CCN(C(=O)c2cc(CN3C(=O)c4ccccc4C3=O)ccc2OCC)CC1 | 8 | -1
Cc1ccc(C(=O)Nc2ccccc2C(=O)NCc2cccnc2)cc1 | 28 | 4
COc1ccc(/C=C/C(=O)OCC(=O)NC(C)CCc2ccccc2)cc1OC (configuration not stated) | -16 | 3
O=C(N/C(=C\c1cccs1)C(=O)N1CCOCC1)c1cccs1 | 0 | -1
O=C(/C=C/c1ccc(F)cc1)c1ccc(N2CCOCC2)cc1 | -12 | 1
CC(C)(C)C(=O)Nc1nc2c(s1)CN(Cc1ccccc1)CC2 | 16 | 9
CC(C)c1c(O)nc(SCC(=O)Nc2ccc3c(c2)CCC3)[nH]c1=O | 16 | -6
COc1ccc(NC(=O)C2Cc3ccccc3C(=O)O2)cc1 (configuration not stated) | -6 | -6
O=C1C(=O)N(Cc2cccnc2)C(c2ccccn2)/C1=C(/O)c1ccccc1 (configuration not stated) | -20 | 5
CN(CCCC(=O)O)c1ccc(N=Nc2ccc([N+](=O)[O-])cc2)cc1 | -6 | 15
CC1(Cc2cccc(F)c2)C(=O)Nc2ccc(-c3cccnc3)cc21 (configuration not stated) | -27 | -7
Cc1cc(C)cc(-c2nnc(SCC(=O)NCC3CCCO3)o2)c1 (configuration not stated) | 10 | -11
Cc1cc(C)c2c(CN3CCOCC3)cc(=O)oc2c1C | 13 | -8
C[C@@H](O)C1NC(=O)[C@H](CCCCN)NC(=O)c2cc([N+](=O)[O-])cc(I)c2OCC[C@@H](C(N)=O)NC1=O (some centres not stated) | -4 | -3
CC1(C)CN(c2ccc(-c3ccnc4ncnn34)cc2)C1=O | -8 | 103
Cn1ccc(C(=O)OCC(=O)c2ccccc2)n1 | 13 | -10
CS(=O)(=O)c1ccc(-c2cccc(NC(=O)c3ccc4c(c3)OCO4)c2)nn1 | 13 | 4
OC[C@@H]1CN(CCN2CCOCC2)C[C@H](n2cnc3c(NCc4ccco4)ncnc32)O1 | 1 | 0
C=CCn1nnnc1-c1cc(Cl)cc(Cl)c1 | 8 | -3
CC(=O)N1CCc2c(sc(NC(=O)C3CCN(S(=O)(=O)c4cccs4)CC3)c2C(N)=O)C1 | -3 | -3
COc1cc(NC(=O)NCCN2CCN(c3ccc(Cl)cc3)CC2)ccc1C | -18 | 12
O=C1N[C@@H](Cc2ccccc2)COC(=O)[C@@H](Cc2ccc(F)cc2)C/C=C\C[C@@H]1CC(=O)N(CCO)Cc1ccccc1 | 31 | 2
O=C1C(=Cc2ccncc2)CCCc2ccccc21 | -18 | -4
O=C1Oc2ccccc2C(=O)/C1=C/c1ccccc1O | 15 | 8
COc1ccc(N2CCN(C(=O)c3ccc(COc4ccc([N+](=O)[O-])cc4)o3)CC2)cc1 | -8 | -4
Cc1ccc(C(=O)c2oc3ccccc3c2N)cc1 | -38 | -2
CC1=NN(c2ccccc2)C(=O)/C1=C\c1ccc(Oc2ccc([N+](=O)[O-])cc2[N+](=O)[O-])cc1 | -2 | -5
CCC(=O)Nc1ccc(C(=O)COC(=O)c2sc(C)nc2C)cc1 | 10 | 4
CN(CC(=O)Nc1ccccc1C(F)(F)F)C(=O)CSCc1ccc(Cl)c(Cl)c1 | 5 | 2
CCCC(=O)Nc1cc(C(=O)O)ccc1Sc1ccccc1 | -5 | -9
CCOc1ccc(/C=C2\C(=O)c3ccccc3OC2c2ccccc2)cc1 (configuration not stated) | -13 | 2
CC1Cc2ccccc2N1C(=O)CSc1ccccn1 (configuration not stated) | -7 | 1
Nc1c(C(=O)O)cnn1-c1ccc([N+](=O)[O-])cc1 | 7 | -8
CSc1ncccc1C(=O)NNC(=O)c1ccc(NS(=O)(=O)c2cccs2)cc1 | 3 | 3
O=C(Nc1ccc(N2CCCCC2)c(Cl)c1)c1ccc2c(c1)OCCO2 | 1 | 2
O=C(NCc1ccccc1)c1cc[n+](Cc2ccccc2)cc1 | 14 | -15
C=C(C)Cn1c(-c2ccncc2)n[nH]c1=S | 4 | 7

An excerpt of these results, field by field.
SMILES: CC1=NN(c2ccccc2)C(=O)/C1=C\c1ccc(Oc2ccc([N+](=O)[O-])cc2[N+](=O)[O-])cc1
  TAG inh: -2
  TAG inh DAPI viability: -5
SMILES: CCC(=O)Nc1ccc(C(=O)COC(=O)c2sc(C)nc2C)cc1
  TAG inh: 10
  TAG inh DAPI viability: 4
SMILES: CN(CC(=O)Nc1ccccc1C(F)(F)F)C(=O)CSCc1ccc(Cl)c(Cl)c1
  TAG inh: 5
  TAG inh DAPI viability: 2
SMILES: CCCC(=O)Nc1cc(C(=O)O)ccc1Sc1ccccc1
  TAG inh: -5
  TAG inh DAPI viability: -9

Next section.
SMILES | TAG inh | TAG inh DAPI viability
CC1CC(C)(C)NC(=S)N1CC(=O)N1CCN(Cc2ccc3c(c2)OCO3)CC1 (configuration not stated) | -12 | 1
Cc1ccc(S(=O)(=O)N2CCOCC2)cc1NC(=O)COC(=O)c1ccco1 | -2 | 1
O=S(=O)(c1ccc(Br)s1)N1CCN(c2ccccc2)CC1 | 0 | 3
CCC(C(=O)NC(C)(C)C)N(Cc1ccc(OC)cc1)C(=O)c1snc(C(N)=O)c1N (configuration not stated) | -6 | -4
CC(C)(C)c1ccc(OCc2ccc(C(=O)NN)o2)cc1 | -3 | 15
CC1(C)C(=O)C=CC(=O)C(C)(C)C(=O)C=CC(=O)C(C)(C)C2=CC=C(O2)C(C)(C)C(=O)C=CC1=O | 24 | -14
CCC(C)NC(=O)Cn1cc(S(=O)(=O)N2CCN(c3ccccc3F)CC2)c2ccccc2c1=O (configuration not stated) | 7 | -11
COc1ccc2nc(NCCCNC(=O)c3cc(OC)c(OC)c(OC)c3)c(C#N)cc2c1 | 11 | 6
Cc1ccc(C(=O)Nc2c(N)nc(SCC(=O)NCC3CCCO3)[nH]c2=O)cc1 (configuration not stated) | 0 | 2
CCn1c(C)c(CS(=O)(=O)c2ccccc2)[nH]c1=O | -1 | 6
Cc1cc(NC(=O)CSc2nnc(-c3ccco3)n2Cc2ccccc2)no1 | -2 | -13
CC(C)NC(=O)NS(=O)(=O)c1cnccc1NC1CC2CCC1C2 (configuration not stated) | -8 | 10
COC(=O)CSc1nnc(SCc2ccc(Cl)cc2)s1 | -17 | 11
CC(O)(c1ccc(F)c(F)c1)c1nc(-c2ccc(F)c(Cl)c2)cs1 (configuration not stated) | -8 | 4
Cc1nonc1C(=O)N/N=C/c1ccc([N+](=O)[O-])o1 | 6 | -4
CCC(C(=O)NCc1ccncc1)c1ccccc1 (configuration not stated) | -3 | -1
O=C(NCCc1c[nH]c2ccccc12)c1cc(S(=O)(=O)N2CCCCC2)ccc1N1CCOCC1 | 7 | -8
COc1cc(C(=O)NC2CC3CCCC(C2)N3CC(=O)Nc2ccccc2)cc(OC)c1OC (configuration not stated) | 21 | 1
CN(C)S(=O)(=O)c1ccc(N2CCCC2)c(C(=O)NCCc2ccc(F)cc2)c1 | -5 | 1
Cn1c(SCC(=O)NCc2ccco2)nc2ccccc2c1=O | 9 | -7

2 of these compounds in another layout:
SMILES	TAG inh	TAG inh DAPI viability
CC(C)NC(=O)NS(=O)(=O)c1cnccc1NC1CC2CCC1C2 (configuration not stated)	-8	10
Cc1nonc1C(=O)N/N=C/c1ccc([N+](=O)[O-])o1	6	-4

The results go on.
SMILES | TAG inh | TAG inh DAPI viability
NC(=O)c1ccccc1OCC(=O)N1CCC(Cc2ccccc2)CC1 | -17 | 4
C=CC[C@H](CC(=O)NCCO)C(=O)N[C@H](COC(=O)[C@H](CC=C)CC(=O)OC(C)(C)C)c1ccccc1 | 7 | -10
COc1ccc(-c2ccc3c(c2)S(=O)(=O)c2cccc(C(=O)N4CCN(c5ccc(Cl)cn5)CC4)c2C3=O)cc1OC | 15 | 7
CCN(CC(=O)Nc1ccc(NC(C)=O)cc1)C(=O)c1cc(S(=O)(=O)N2CCCCCC2)ccc1OC | 11 | -8
O=C(NN1CCCCCC1)c1ccccc1F | 0 | -4
COc1ccccc1C(CNC(=O)CNC(=O)c1cccc(Cl)c1)N1CCCC1 (configuration not stated) | 10 | 5
Cc1[nH]c2ccccc2c1C(=O)CN1CCC2(CC1)OCCO2 | -8 | -2
CCn1c(SCC(=O)Nc2ccc(OCc3ccccc3)cc2)nnc1-c1ccco1 | 97 | -53
Cn1nccc1C(=O)Nn1cnnc1 | -9 | 14
O=C(CNC(=O)c1ccc(Br)o1)NCC1CCCCC1 | 13 | 2
COc1cccc(CN2CC(C(=O)NC3(c4ccccc4)CC3)CCC2=O)c1 (configuration not stated) | 6 | -2
O=C(O)c1cnn2c1NC(c1ccc(F)cc1)CC2C(F)(F)F (configuration not stated) | -10 | 1
O=S(=O)(Nc1cccc(-c2cn3cccnc3n2)c1)c1ccc(-c2ccccc2)cc1 | 2 | 3
